PDI turbidity: inhibitors of human protein disulfide isomerase; 350,000 compounds, 0.052% hits; PDI insulin aggregation turbidity, A650, 90 min; AID 588391; inhibition, % at 10 µM;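 active means mean inhibition across replicates of 30% or more, whatever share of single replicates reach that level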;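 further: absorbance from insulin aggregation driven by PDI reduction with DTT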
Target sequence (P07237 whole entry, looked up): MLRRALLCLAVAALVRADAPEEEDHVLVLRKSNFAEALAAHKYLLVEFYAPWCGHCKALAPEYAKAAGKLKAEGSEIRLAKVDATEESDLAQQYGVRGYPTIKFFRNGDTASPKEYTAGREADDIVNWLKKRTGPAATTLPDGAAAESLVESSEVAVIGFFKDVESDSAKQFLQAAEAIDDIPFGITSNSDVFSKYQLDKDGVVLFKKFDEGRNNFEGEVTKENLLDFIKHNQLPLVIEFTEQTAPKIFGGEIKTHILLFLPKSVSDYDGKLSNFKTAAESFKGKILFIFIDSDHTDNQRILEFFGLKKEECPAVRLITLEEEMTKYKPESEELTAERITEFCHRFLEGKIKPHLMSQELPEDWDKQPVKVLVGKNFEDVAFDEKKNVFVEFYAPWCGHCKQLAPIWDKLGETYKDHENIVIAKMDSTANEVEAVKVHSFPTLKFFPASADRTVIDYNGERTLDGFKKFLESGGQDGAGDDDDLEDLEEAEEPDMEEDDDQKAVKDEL
Vif inh: HIV Vif inhibition; inhibition, % at 7.49 µM; 340,000 compounds, 0.35% hits; HEK293T cells, Vif self-association by quenched fluorescence, imaging, 24 h; in the data active means inhibition above about 50%, passing the limit was not always enough; further: some results filed as inactive read as strong as hits
Exocytosis inh: blocks lytic granule exocytosis | inhibition, % at 10 µM | 360,000 compounds, 0.66% hits | TALL-104 LAMP-1 surface exposure, flow cytometry; cells stimulated with thapsigargin and PMA;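 active means inhibition above about 55%, limit read from the data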
Cardio protect: myocardial damage modulation in H9c2 cells; H9c2 cardiomyocytes, H2O2 injury protection, ATPLite, 2 h; protection from H2O2 cell death, % at 20 µM; 360,000 compounds, 0.63% hits; AID 588492;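 active means compounds giving at least 50% protection of heart cells from peroxide-induced death in the single-dose screen, raw or plate-pattern-corrected value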;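 further: 0% = DMSO wells with peroxide and 100% = DMSO wells without peroxide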
ABCB6 inh 2: human ABCB6 transporter inhibition; 360,000 compounds, 0.19% hits; fluorescence ratio to DMSO, % at 10 µM; K562-ABCB6 porphyrin accumulation, flow cytometry, 1 h; hits give low values; AID 602162;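 active means fluorescence ratio to DMSO below 75%, the collection mean minus 3 SD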;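 further: signal is porphyrin accumulated inside mitochondria; 100% equals median channel fluorescence of DMSO control wells; lower ratio means ABCB6 inhibition with less porphyrin fluorescence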
aDG glyco up: alpha-DG glycosylation activation | Pro5-aDG cells, alpha-DG glycosylation AlphaScreen (IIH6); 0% Pro5, 100% B10-LARGE cell signal | activation, % at 10 µM | 360,000 compounds, 0.22% hits;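 active means activation of at least 8% versus controls, or a plate z-score of at least 8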;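 further: Pro5 are CHO cells carrying HIG-tagged alpha-DG that lacks glycosylation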
N-glyco inh: N-linked glycosylation inhibition; reporter increase, % at 12.5 µM; D54 ERlucT glycosylation luciferase reporter, 24 h; percent of 100 nM tunicamycin response; 360,000 compounds, 0.23% hits;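 active means mean luciferase reporter signal, scaled so untreated is 0 and the glycosylation-blocking control 100, at or above a set limit in every replicate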;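 further: luciferase carries N-glycosylation sites so blocking glycosylation raises the light; 0% = median of neutral control wells and 100% = median of 100 nM tunicamycin wells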
HTR2A ag: agonists of mouse serotonin 5-HT2A receptor (HTR2A); activation, % at 7.6 µM; CHO-K1 mHTR2A beta-arrestin complementation, luminescence; percent of 30 µM serotonin response; P35363; 360,000 compounds, 0.66% hits;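 active means activation above a run cutoff, the mean activation of all tested compounds plus 3 SD, cut at about 14% in these data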;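 further: 0% = plate median of compound wells and 100% = 30 µM serotonin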
Target sequence (P35363 whole entry, looked up): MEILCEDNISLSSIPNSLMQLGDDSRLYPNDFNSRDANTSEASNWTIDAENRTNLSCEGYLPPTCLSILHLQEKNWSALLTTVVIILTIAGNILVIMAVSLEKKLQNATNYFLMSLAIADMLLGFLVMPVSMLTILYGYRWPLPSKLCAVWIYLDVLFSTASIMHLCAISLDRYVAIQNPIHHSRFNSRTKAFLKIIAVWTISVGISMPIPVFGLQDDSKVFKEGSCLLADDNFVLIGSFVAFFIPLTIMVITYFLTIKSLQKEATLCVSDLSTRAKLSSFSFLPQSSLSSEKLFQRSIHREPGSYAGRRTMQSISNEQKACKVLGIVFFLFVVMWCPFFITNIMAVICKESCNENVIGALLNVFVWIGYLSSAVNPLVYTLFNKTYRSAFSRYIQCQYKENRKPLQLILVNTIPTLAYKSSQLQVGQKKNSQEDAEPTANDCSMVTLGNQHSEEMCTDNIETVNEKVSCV
CaV13 ICDI inh: Disruptors of the CACNA1D IQ motif to Ca2+-dependent inactivation inhibitor domain association, primary screening, Förster resonance energy transfer in intact living …; HEK cells, CFP/YFP FRET ICDI-IQ, plate reader, 10 min; percent FRET-ratio fall versus neutral wells; inhibition, % at 12.3 µM; 340,000 compounds, 0.098% hits;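 active means mean replicate inhibition of at least 30% and at least 1% of replicates passing that level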;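 further: 0% = median of the neutral control wells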
hiPSC survival: hiPSC single-cell survival enhancement; 360,000 compounds, 0.044% hits; survival enhancement, % at 20 µM; ATPlite luminescence; 100% = ROCK inhibitor wells, 0% = DMSO; AID 602274; in the data active means survival enhancement above about 18%;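 further: cells exposed to compounds for 16 hours before the ATP read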
* = called active by the depositor; x = no result given.

Start of the listing, in advance, 9 compounds:
SMILES	PDI turbidity	Vif inh	Exocytosis inh	Cardio protect	ABCB6 inh 2	aDG glyco up	N-glyco inh	HTR2A ag	CaV13 ICDI inh	hiPSC survival
CNC(=O)C[C@H]1C(=O)N(c2ccc(OC)cc2)C[C@@H]1Cc1ccccc1	-6.2	-1.1	-2.1	3.8	99.0	0.0	2.3	0.0	-5.1	-2.1
COC(=O)C1=C(C)N(CCC2=CCCCC2)C(=O)C1	9.2	11.6	-0.7	-2.7	94.0	0.4	1.8	-0.6	x	-2.4
Cc1cc(C)n(CC(C)Nc2nc3nonc3nc2N2CCCCC2)n1 (stereo not given)	9.4	14.1	-6.2	8.9	85.0	0.0	0.1	5.5	-6.3	1.1
O=C(O)c1ccc(CN2C[C@@H](CO)O[C@@H](n3cnc4c(NCc5ccc(F)cc5)ncnc43)C2)cc1	1.8	25.0	-6.4	-0.7	109.0	0.1	1.7	-3.0	-3.6	1.6
CC(=NNc1nc2ccccc2o1)c1cc2ccccc2cn1	11.7	36.1	101.0*	15.8	273.0	-0.5	-13.5	-8.4	-10.5	-2.6
CCOC(=O)C1CCCN(S(=O)(=O)c2cc3c4c(c2)CCN4C(=O)CC3)C1 (stereo not given)	-2.1	-6.8	-0.7	1.0	98.0	0.2	-1.6	6.5	-6.4	-0.4
Cc1ccc(N2CCN(CC(O)COc3cccc4ccccc34)CC2)cc1 (stereo not given)	-1.3	2.8	18.5	-4.0	98.0	0.1	2.6	-12.9	-4.5	-0.5
CCC(=O)Nc1nnc(SCCOC)s1	15.3	7.3	1.2	-0.4	89.0	0.0	-1.5	5.0	-3.2	1.8
O=C(NCC1CCCO1)c1cc2n(n1)C(C(F)(F)F)CC(c1ccc(F)cc1)N2 (stereo not given)	6.7	-17.8	6.5	-1.3	99.0	0.1	0.1	-1.9	-5.5	0.8

Results, previewed entries included:
SMILES	PDI turbidity	Vif inh	Exocytosis inh	Cardio protect	ABCB6 inh 2	aDG glyco up	N-glyco inh	HTR2A ag	CaV13 ICDI inh	hiPSC survival
CNC(=O)C[C@H]1C(=O)N(c2ccc(OC)cc2)C[C@@H]1Cc1ccccc1	-6.2	-1.1	-2.1	3.8	99.0	0.0	2.3	0.0	-5.1	-2.1
COC(=O)C1=C(C)N(CCC2=CCCCC2)C(=O)C1	9.2	11.6	-0.7	-2.7	94.0	0.4	1.8	-0.6	x	-2.4
Cc1cc(C)n(CC(C)Nc2nc3nonc3nc2N2CCCCC2)n1 (stereo not given)	9.4	14.1	-6.2	8.9	85.0	0.0	0.1	5.5	-6.3	1.1
O=C(O)c1ccc(CN2C[C@@H](CO)O[C@@H](n3cnc4c(NCc5ccc(F)cc5)ncnc43)C2)cc1	1.8	25.0	-6.4	-0.7	109.0	0.1	1.7	-3.0	-3.6	1.6
CC(=NNc1nc2ccccc2o1)c1cc2ccccc2cn1	11.7	36.1	101.0*	15.8	273.0	-0.5	-13.5	-8.4	-10.5	-2.6
CCOC(=O)C1CCCN(S(=O)(=O)c2cc3c4c(c2)CCN4C(=O)CC3)C1 (stereo not given)	-2.1	-6.8	-0.7	1.0	98.0	0.2	-1.6	6.5	-6.4	-0.4
Cc1ccc(N2CCN(CC(O)COc3cccc4ccccc34)CC2)cc1 (stereo not given)	-1.3	2.8	18.5	-4.0	98.0	0.1	2.6	-12.9	-4.5	-0.5
CCC(=O)Nc1nnc(SCCOC)s1	15.3	7.3	1.2	-0.4	89.0	0.0	-1.5	5.0	-3.2	1.8
O=C(NCC1CCCO1)c1cc2n(n1)C(C(F)(F)F)CC(c1ccc(F)cc1)N2 (stereo not given)	6.7	-17.8	6.5	-1.3	99.0	0.1	0.1	-1.9	-5.5	0.8
Cc1ncc([N+](=O)[O-])n1Cc1cccc2ccccc12	-11.1	1.3	2.0	3.3	104.0	0.0	0.0	0.6	-3.3	0.7
COc1ccc(CN2CCNC(=O)C2CC(=O)NCCN2CCCCC2=O)c(F)c1 (stereo not given)	-1.7	10.7	-7.9	0.8	101.0	-0.4	1.7	1.6	-2.1	1.5
OC1CCCN(CC(O)COc2ccc(-c3ccccc3)cc2)C1 (stereo not given)	7.3	10.8	24.3	11.8	97.0	0.6	0.9	0.3	-3.8	-0.7
O=C(NCCN1CCOCC1)c1ccc(NC(=O)c2ccc(Br)o2)cc1	x	x	-12.0	x	95.0	-0.1	x	-8.9	-6.0	-0.6
O=C1c2cccc3cccc(c23)C(=O)N1CCN1CCN(C(=S)Nc2ccccc2)CC1	-0.4	-4.4	-2.4	9.7	99.0	-0.3	7.2	6.6	-5.8	-2.3
CCc1ccc(CN(C)C(=O)c2cc(COc3cc(C)c(Cl)c(C)c3)on2)nc1	3.4	1.1	-0.6	-10.2	99.0	0.3	-3.2	-0.9	-7.1	1.4
COC(=O)[C@H](Cc1ccccc1)NC(=O)NCc1ccc(C)cc1	1.3	-0.8	22.3	-5.9	95.0	0.0	0.7	1.2	-4.3	-0.2
CC(C)(C)Cc1c(-c2ccc(C#N)cc2)nc2c(Cl)cc(C(F)(F)F)cn12	x	x	9.3	-10.9	98.0	0.1	-11.5	5.4	x	1.4
O=C(Cc1c(O)c2ccccc2[nH]c1=O)NC1CCCCCCC1	-3.0	-14.5	-8.5	3.3	96.0	-0.1	-1.9	0.8	-5.9	0.5
O=C(NC(NC(=S)Nc1ccccc1C(=O)O)C(Cl)(Cl)Cl)c1ccco1 (stereo not given)	-1.0	-5.4	-0.2	-2.1	104.0	0.1	3.1	-0.7	-4.7	1.2
C=C(C)C(=O)Nc1nnc(-c2ccccc2C)s1	-4.2	-4.3	0.0	-5.6	104.0	-0.1	-3.1	-6.8	-1.7	-0.9
CCn1c(CC(=O)Nc2ccc(F)cc2)nnc1SCC(=O)NC1=NCCS1	-29.4	14.7	-2.2	-2.0	100.0	0.0	0.8	2.6	-3.4	0.0
CCOC(=O)c1nn(-c2ccccc2)c(=O)cc1SC1CCCCC1	0.1	1.4	3.6	-10.1	102.0	-0.5	-3.5	-2.0	-17.7	2.3
O=C(Nc1nnc(N2CCCCCC2)s1)c1cc(-c2ccc(Br)cc2)on1	x	x	0.1	16.0	100.0	-0.3	0.4	0.9	-10.4	-1.1
COC(=O)c1ccc2nc(NC(=O)CCS(=O)(=O)c3ccccc3)sc2c1	5.2	2.9	-4.4	11.5	96.0	0.2	-8.9	6.3	x	-0.2
Cc1ccc(S(=O)(=O)/N=C(/Nc2ccc(F)cc2F)c2ccc(F)cc2)cc1	-12.7	7.0	-0.8	-2.1	95.0	0.1	2.1	0.3	3.1	1.4
O=C(CN(C(=O)c1csnn1)c1ccccc1)NCCc1ccccc1	-13.3	22.8	-10.8	4.6	94.0	0.0	1.4	-1.6	-4.3	-0.4
O=C(NCCCO)C(=O)NCc1ccncc1	-1.3	2.1	3.1	-0.8	100.0	-0.1	0.1	0.4	2.4	1.7
CCCCNCc1cccn1-c1ccccc1	4.9	2.2	-2.0	-3.3	100.0	0.1	-0.4	3.9	x	-1.5
Cn1cc(S(=O)(=O)Nc2ccc(Oc3ccccc3)cc2)c(=O)n(C)c1=O	3.3	15.4	-10.3	-1.7	105.0	0.0	0.4	1.2	-5.8	0.1
CCOC(=O)C1=C(C)N=C2SCCC(=O)N2[C@@H]1c1cccs1	3.8	-17.7	2.3	4.5	102.0	0.1	-3.6	0.3	-19.9	-0.6
CC(NC(=O)c1ccc(CS(C)(=O)=O)cc1)c1ccc(-n2ccnc2)cc1 (stereo not given)	9.1	x	-3.2	1.7	99.0	-0.5	-2.8	1.8	-5.4	-0.5
CCOc1ccccc1C(=O)NCC(=O)N(C)CC(=O)Nc1ccc(N2CCOCC2)cc1	-0.4	17.9	12.3	4.5	88.0	-0.3	1.8	0.5	-10.6	-1.3
Cc1ccc(/C=N/NC(=O)CSc2nc3ccccc3n2C)s1	-17.1	1.0	-2.8	0.0	96.0	-0.2	3.3	-1.4	-3.2	-0.1
Cn1nnc2cc(C(=O)Nc3ccccc3F)ccc21	-5.4	0.8	-7.6	-4.0	96.0	0.0	-1.1	2.6	-2.8	0.4
CCOc1cc(CNCc2ccncc2)cc(Br)c1OCc1ccc(F)cc1	-5.4	-13.1	6.7	-16.3	98.0	1.9	-6.5	-3.4	-3.3	-1.9
Cc1ccc(-c2csc(NC(=O)C3=COCCO3)n2)cc1	-0.7	-0.4	-1.6	-1.7	162.0	0.1	0.3	3.1	-4.1	-1.0
Cc1ccc(S(=O)(=O)Oc2ccc(/C=C(/NC(=O)c3ccccc3)C(=O)NC(C)C(=O)O)cc2)cc1 (stereo not given)	2.0	-0.2	1.1	0.9	97.0	-0.1	-0.4	-0.2	5.1	0.8
CCCCN1C(=O)c2cccc3cc(O)cc(c23)C1=O	11.4	15.2	-4.4	4.5	99.0	-0.1	2.9	-1.3	-5.3	0.4
O=C(N/N=C/c1ccc(Cl)cc1Cl)c1cccc(N2CCCC2=O)c1	-1.1	5.6	-2.1	0.0	97.0	0.0	2.1	-2.4	-2.2	-0.8
O=C1CN(C(=O)COC(=O)C2CC(=O)N(Cc3ccco3)C2)c2ccccc2N1 (stereo not given)	-0.3	0.7	2.8	7.8	101.0	0.4	2.0	2.5	-1.3	-4.5
O=C(CN1CCN(Cc2ccccc2)C1=O)NCc1ccc(Cl)cc1	1.2	1.2	4.0	-3.8	97.0	-0.2	-0.9	-2.4	-2.6	-2.3
CCCc1[nH]n(-c2nc3ccccc3s2)c(=O)c1C=NCCN1CCOCC1	-15.7	-1.3	-2.7	8.2	101.0	0.0	1.0	-1.2	-9.3	-0.1
CCCCN(C1CCS(=O)(=O)C1)S(=O)(=O)c1ccc(OC)c(OC)c1 (stereo not given)	9.5	-0.9	5.1	-3.8	99.0	2.0	1.3	-0.4	-4.5	0.5
O=C(OCC(=O)N1CCN(c2ccccc2)CC1)c1cccs1	11.4	-1.3	-2.0	-6.5	100.0	-0.2	-0.5	-2.9	-5.7	0.1
O=C(NCCCN1CCCC1=O)c1cc(S(=O)(=O)N2CCN(c3ccccc3)CC2)ccc1Cl	-2.0	0.5	1.8	-4.1	102.0	-0.1	-1.8	-0.2	-1.8	-0.1
COc1cccc(/C=C2\SC(=S)N(CCCC(=O)N3CCOCC3)C2=O)c1	2.1	-7.5	-1.0	-1.5	94.0	1.3	0.2	-4.8	-15.3	-0.7
CC1(C)CC(N2CCN(c3ccccc3)CC2)=CC(=[N+]2CCCC2)C1	2.3	-14.9	-0.1	-17.4	95.0	0.0	5.4	-3.0	-5.2	-0.9
COC(=O)C[C@@H]1CC[C@@H](NS(=O)(=O)c2cccc(OC)c2)[C@@H](CO)O1	x	x	-4.6	x	x	-0.2	x	-0.8	-5.2	x

Source: PubChem (several laboratories)
